TAAR1 antag: human TAAR1 antagonism. CHO RD-HGA16 TAAR1, Fluo-8 calcium fluorescence, antagonist. inhibition, % at 3 µM. 1.5% of 360,000 active. AID 624466;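 active means inhibition above a per-plate cutoff, the mean inhibition of test compounds on that plate plus 3 SD, cut at about 49% in these data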;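 further: 0% = DMSO plus EC80 beta-PEA response and 100% = DMSO alone without agonist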
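Test system: RD-HGA16 CHO cells with stable hTAAR1 and Gα16 / Probe or stimulus: EC80 β-phenethylamine stimulus / Times: seeding 17-24 h prior, 75-min 37 °C, 30-min RT dye loading / Detection: Fluo-8 calcium-sensitive fluorescence / Read-out basis: % inhibition scaled between DMSO and EC80 PEA controls / Repeats: singlicate, one well per test compound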
M1 ag: human M1 muscarinic receptor agonism; AID 588814; 0.33% of 360,000 active; activation, % at 3 µM; CHO-K1 hM1, Fluo-8 calcium fluorescence, agonist mode; 0% DMSO, 100% acetylcholine EC100; P11229;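 active means activation above the run's mean compound activation plus 3 SD, cut at about 16% in these data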;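 further: peak over basal fluorescence ratio within a 140 s kinetic read after compound addition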
Target sequence (P11229 whole entry, looked up): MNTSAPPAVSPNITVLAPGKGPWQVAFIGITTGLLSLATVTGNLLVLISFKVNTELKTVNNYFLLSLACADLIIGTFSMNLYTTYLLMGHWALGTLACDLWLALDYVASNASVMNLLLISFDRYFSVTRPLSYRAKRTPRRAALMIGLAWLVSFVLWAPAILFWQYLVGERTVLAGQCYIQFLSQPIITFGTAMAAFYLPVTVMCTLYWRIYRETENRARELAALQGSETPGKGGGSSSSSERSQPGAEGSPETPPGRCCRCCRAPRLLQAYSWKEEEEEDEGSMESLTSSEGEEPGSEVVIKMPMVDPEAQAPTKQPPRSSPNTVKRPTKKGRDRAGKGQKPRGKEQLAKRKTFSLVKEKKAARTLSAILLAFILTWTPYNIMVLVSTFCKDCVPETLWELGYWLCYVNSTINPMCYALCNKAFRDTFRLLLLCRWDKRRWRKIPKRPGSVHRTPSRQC
M1 ag parental: M1 agonist counterscreen hit in parental CHO-K1 cells; Fluo-8 calcium fluorescence; scaled to maximal ATP response, vehicle zero; activation, % at 3 µM; 0.48% of 360,000 active; in the data active means activation above about 15%;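 further: untransfected CHO-K1 host cells lacking M1 receptor as counterscreen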
CHO-K1 Ca antag: counter-screen for M1 antagonists: effect in parental CHO-K1 cells. ATP-induced calcium, Fluo-8 fluorescence. inhibition, % at 3 µM. 0.6% of 360,000 active;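 active means inhibition above a per-plate cutoff, the plate's mean sample inhibition plus 3 SD, cut at about 24% in these data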;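 further: 0% = DMSO plus EC80 ATP and 100% = DMSO alone without ATP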
M1 antag: antagonists of human M1 muscarinic receptor; P11229; CHO-K1 hM1, Fluo-8 calcium fluorescence, ACh EC80 antagonist; inhibition, % at 3 µM; 1.3% of 360,000 active; AID 588852;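 active means percent inhibition above its own plate's cutoff, namely the mean of that plate's compound wells plus 3 SD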;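 further: peak over basal fluorescence ratio during 140 s after agonist addition; 0% = ACh EC80 plus DMSO and 100% = DMSO alone without agonist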
TAAR1 agonist: human TAAR1 agonism; Q96RJ0; CHO RD-HGA16 TAAR1, Fluo-8 calcium fluorescence; vehicle wells 0%, saturating PEA agonist 100%; activation, % at 3 µM; 0.99% of 360,000 active;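 active means activation above the mean activation of all test compounds in the run plus 3 SD, cut at about 38% in these data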
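Test system: RD-HGA16 (CHO) cells co-expressing Gα16 and hTAAR1 | Doses: Single dose, 3 µM | Schedule: 17-24 h seeding, 75 min 37 °C dye, 30 min RT | Evaluation: % activation from peak over basal fluorescence ratio, DMSO-to-PEA scaled | Technique: Kinetic Fluo-8 calcium fluorescence | Benchmarks: Low control DMSO, high control PEA (EC100)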
OXTR potentiate: human OXTR potentiation | CHO-OTR cells, Fluo-8 calcium fluorescence, potentiator mode; 0% = oxytocin EC15, 100% = EC100 | activation, % at 3 µM | AID 2445 | P30559 | 0.061% of 320,000 active;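 active means activation above that plate's cutoff, the mean activation of tested compounds plus 3 SD, cut at about 6.6% in these data, passing the limit was not always enough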;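 further: 100% uses oxytocin at 75 nM as the full agonist control; some results filed as inactive read as strong as hits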
Target sequence (P30559 whole entry, looked up): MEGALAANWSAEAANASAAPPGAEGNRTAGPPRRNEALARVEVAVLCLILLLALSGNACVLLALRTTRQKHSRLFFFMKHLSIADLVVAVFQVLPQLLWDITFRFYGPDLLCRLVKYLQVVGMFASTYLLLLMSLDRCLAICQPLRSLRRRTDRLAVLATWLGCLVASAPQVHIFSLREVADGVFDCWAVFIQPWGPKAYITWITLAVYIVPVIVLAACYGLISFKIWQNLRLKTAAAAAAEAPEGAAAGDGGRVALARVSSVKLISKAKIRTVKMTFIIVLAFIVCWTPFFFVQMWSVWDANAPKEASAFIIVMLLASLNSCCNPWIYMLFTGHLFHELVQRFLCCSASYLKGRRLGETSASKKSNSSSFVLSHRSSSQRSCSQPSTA
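Assay system: CHO cell line stably expressing human OTR. Reagent: EC15 oxytocin agonist. Dosing: single dose, 3.0 µM nominal final compound concentration. Timing: compound 6 min at room temperature before oxytocin, 100 s read. Signal: kinetic Fluo-8 calcium fluorescence. Controls: oxytocin EC15 low and EC100 high.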
CHO parental Ca: signal in parental CHO cells, OX1R antagonist counter-screen; parental CHO-K1, ATP-induced calcium, Fluo-8 fluorescence; inhibition, % at 5.6 µM; 0.63% of 330,000 active;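 active means inhibition above that plate's mean sample inhibition plus 3 SD, cut at about 26% in these data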;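 further: 0% = ATP-challenged DMSO wells and 100% = DMSO wells without ATP; some compounds past the cut are filed as inactive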
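Assay system: untransfected parental CHO cell line. Also added: ATP agonist challenge. Dosing: one dose, 5.6 µM nominal. Measured by: Fluo-8 fluorescence. Read-out: % inhibition. Benchmarks: ATP wells versus no-ATP DMSO wells. Repeats: no replicates.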
M1 PAM parental: M1 PAM counterscreen hit in parental CHO-K1 cells. ATP EC20, Fluo-8 calcium fluorescence; 0% at ATP EC20, 100% at ATP max. activation, % at 3 µM. 0.02% of 360,000 active;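 active means activation above the run cutoff, the mean activation of all test compounds plus 3 SD, cut at about 40% in these data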;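 further: peak over basal fluorescence ratio in a 140 s read after ATP addition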
Numbers without * were called inactive; x = no result given.

SMILES | TAAR1 antag | M1 ag | M1 ag parental | CHO-K1 Ca antag | M1 antag | TAAR1 agonist | OXTR potentiate | CHO parental Ca | M1 PAM parental
Cc1cc(=O)oc2c3c(cc(OCC(=O)NCc4ccncc4)c12)OC(C)(C)CC3 | -2.9 | -3.7 | 1.0 | 5.4 | -4.4 | 4.6 | -7.7 | -11.6 | -5.2
C=CCNCCCOc1ccc(C)cc1Br | 10.4 | -7.5 | 0.9 | -1.4 | 5.0 | 2.8 | -1.2 | -3.6 | 12.1
CCCNC(=O)COC(=O)/C=C/c1cccc(F)c1 | 11.1 | -4.0 | 2.4 | -4.4 | -6.7 | 3.9 | -2.7 | 3.6 | 26.1
O=C1NC(=Nc2ccccc2)S/C1=C\c1ccccc1 | 3.3 | -3.1 | 0.3 | -10.4 | -12.7 | 0.0 | -0.9 | -3.7 | 13.1
COCCn1c(SCCN2CCCCC2)nc2ccccc2c1=O | 22.2 | -6.2 | -0.3 | -0.6 | -1.8 | 5.0 | -1.3 | -3.3 | 0.7
COC(=O)c1oc2ccc(Cl)cc2c1-n1cccc1 | -2.9 | -4.6 | -0.1 | -11.0 | -12.0 | 4.0 | -0.2 | -16.0 | 16.8
COC(=O)c1ccc(NC(=O)C2CC(=O)OC2c2ccccc2)cc1 (stereo not given) | -17.8 | -1.1 | 0.4 | 12.9 | 13.3 | 21.0 | -10.5 | -4.0 | -23.4
O=C(CCNS(=O)(=O)c1ccc(Br)cc1)NCc1ccc2c(c1)OCO2 | 1.9 | -5.3 | 0.8 | -8.9 | -5.2 | 13.3 | -8.3 | -15.3 | 7.2
CCN(CC)S(=O)(=O)c1ccc(N2CCOCC2)c(NC(=O)c2ccc(N3CCCC3=O)cc2)c1 | -15.7 | -5.8 | -0.5 | 1.1 | 0.4 | -0.7 | -2.8 | -11.1 | 2.6
O=C(Nc1cccn2ncnc12)c1ccccc1 | -8.4 | -5.3 | 1.0 | -7.5 | -5.3 | 13.5 | -1.6 | -5.8 | 19.4
Cc1ccnc(NC(=O)C23CC4CC(CC(C4)C2)C3)c1 | -15.1 | 1.2 | 0.0 | -27.3 | -8.2 | 15.0 | -3.2 | -15.8 | 23.7
COc1ccc(S(=O)(=O)N2Cc3ccccc3CC2C(=O)Nc2nccs2)cc1OC (stereo not given) | 20.7 | -2.6 | 2.7 | -4.4 | -4.5 | 16.7 | -14.8 | -14.4 | 16.4
CC1(C)NC(=O)N(CCCSc2ccc(Cl)cc2)C1=O | -1.9 | -2.3 | 2.6 | -28.6 | -6.5 | 7.4 | -7.1 | -2.9 | 16.6
CCn1nc(C)c(CNC(=O)Nc2ccccc2C(=O)OC)c1C | 5.7 | 0.0 | 1.1 | -8.8 | 14.3 | -0.3 | -2.3 | -8.3 | 10.4
O=C(O)CNC(=O)/C(=C/c1cccc([N+](=O)[O-])c1)NC(=O)c1ccco1 | -10.3 | -1.6 | -0.3 | -10.5 | -5.6 | 1.6 | 3.1 | -14.9 | 14.4
Cc1cnc(N2C(=O)c3ccc([N+](=O)[O-])cc3C2=O)s1 | 3.1 | -2.5 | 0.0 | -12.8 | 8.1 | -0.4 | -1.3 | -23.9 | -14.4
Cn1c(CO)cnc1S(=O)(=O)Cc1ccc(Cl)cc1 | 3.2 | -5.2 | 1.4 | -11.1 | -10.9 | 4.8 | -11.2 | -5.5 | 12.1
COC(=O)C(=Cc1ccc(OCc2ccc([N+](=O)[O-])cc2)c(OC)c1)C(=O)OC | 5.7 | -1.7 | 1.0 | -6.0 | -9.3 | 1.2 | -11.4 | -15.6 | 21.2
COc1ccc(C2=CC(=O)C[C@H](c3ccc4c(c3)OCO4)C2)cc1 | x | -7.0 | 0.6 | -2.2 | 5.6 | x | -2.1 | -17.9 | 7.2
O=[N+]([O-])c1ccc(CSc2nnc(SCc3ccc(Cl)cc3)s2)cc1 | 14.8 | -9.6 | 0.2 | 12.6 | -0.8 | -0.7 | -8.7 | 4.9 | -2.6
COc1ccc(NC(=O)C2CCN(S(=O)(=O)c3cccc4nonc34)CC2)cc1 | 25.4 | -0.2 | 4.9 | 2.6 | -1.2 | 5.4 | -7.6 | -1.5 | 10.1
Cc1noc(C)c1NC(=O)N(C)C[C@@H]1Oc2ncc(Br)cc2C(=O)N([C@@H](C)CO)C[C@@H]1C | -11.4 | -4.5 | -0.1 | 4.2 | 6.0 | 1.4 | x | x | -9.3
O=C1C2C(C(=O)N1/N=C/c1cc([N+](=O)[O-])c(O)cc1O)C1C=CC2C12CC2 (stereo not given) | -31.9 | -5.8 | 0.0 | 20.2 | -3.0 | 3.9 | 1.2 | -2.3 | 20.5
CC(C)(O)C#Cc1ccc(C(=O)NCCC(=O)O)s1 | 10.8 | -6.0 | -0.4 | 2.0 | -3.9 | 0.9 | -7.6 | 3.8 | -5.2
Cc1ccc(NC(=S)NCCc2c[nH]c3ccccc23)c(C)c1 | -0.7 | -4.6 | 2.5 | 0.1 | 0.9 | 3.3 | -12.7 | -25.4 | -20.9

Next part; the last 2 above are carried over.
SMILES | TAAR1 antag | M1 ag | M1 ag parental | CHO-K1 Ca antag | M1 antag | TAAR1 agonist | OXTR potentiate | CHO parental Ca | M1 PAM parental
CC(C)(O)C#Cc1ccc(C(=O)NCCC(=O)O)s1 | 10.8 | -6.0 | -0.4 | 2.0 | -3.9 | 0.9 | -7.6 | 3.8 | -5.2
Cc1ccc(NC(=S)NCCc2c[nH]c3ccccc23)c(C)c1 | -0.7 | -4.6 | 2.5 | 0.1 | 0.9 | 3.3 | -12.7 | -25.4 | -20.9
COc1ccc(NC(=O)NCCN2CCc3ccccc3C2)cc1 | -9.2 | -5.1 | 0.1 | -15.4 | -4.4 | 11.6 | -13.3 | -17.1 | 16.8
Cc1cccc(NC(=O)CC2c3ccccc3Oc3ccccc32)c1 | -14.0 | -2.9 | 0.1 | -0.4 | 3.9 | 0.5 | -2.0 | -11.8 | -1.4
O=C(Nc1nc2cc3c(cc2s1)OCO3)c1ccc(N2C(=O)CCC2=O)cc1 | 17.2 | -2.9 | 0.8 | -2.8 | -8.1 | 1.4 | -5.1 | 3.3 | -3.9
Cc1c(Cl)cccc1NC(=S)N(CCN(C)C)C(C)c1ccco1 (stereo not given) | -2.0 | -5.2 | -0.1 | -8.5 | -6.2 | 0.3 | 0.8 | -4.4 | 10.5
O=C(CCC(=O)N1CCCCC1)Nc1nnc(C2CCCCC2)s1 | -21.8 | 0.7 | 1.2 | -7.7 | -3.9 | 7.0 | -6.5 | -8.3 | -4.0
O=C(/C=C/c1ccccc1)N/C(=C/c1ccccc1)C(=O)NCCCO | 10.7 | -4.1 | 0.8 | -16.4 | -12.8 | 1.2 | -5.9 | -0.1 | 17.7
CCCCCSc1nnc2c(n1)OC(C)N(C(C)=O)c1ccccc1-2 (stereo not given) | -14.3 | -5.7 | 2.8 | -1.3 | -1.6 | -0.5 | 3.6 | -18.8 | 0.8
O=C(Nc1ccc(NC(=S)NC(=O)c2ccccc2F)cc1)c1cccs1 | 51.7* | 0.4 | 3.8 | -7.0 | -5.3 | 11.1 | -6.7 | -0.4 | 15.3
Nc1nc(N2CCCCC2)nc(N(c2ccccc2)c2ccccc2)n1 | -25.3 | -1.9 | 0.1 | -3.1 | -5.7 | -1.6 | 0.7 | -8.6 | 18.8
COc1cccc(C(=O)NC(C)c2cccc3ccccc23)c1OC (stereo not given) | 7.2 | -1.1 | 0.2 | -14.3 | -8.3 | -0.7 | -8.5 | -6.1 | 3.9
COc1ccc(-n2ncc3c(NCc4ccco4)ncnc32)cc1 | 6.6 | -3.1 | 0.5 | -4.2 | 3.8 | 2.3 | -4.2 | -12.0 | 17.8
CCOC(=O)[C@]12CCC=C1N(Cc1ccccc1)C(=O)[C@H](CC(=O)NCc1cccc(C(F)(F)F)c1)C2 | 16.4 | x | 0.1 | -9.3 | x | -1.4 | x | x | -3.0
CCCn1c(C)cc(C(=O)COC(=O)c2ccc[nH]c2=O)c1C | -7.7 | -8.5 | -0.1 | -2.8 | -1.3 | 0.5 | 1.0 | 0.1 | 20.3
Cn1ccc2c(N(Cc3ccccc3)Cc3ccccc3)cc3c(c21)C1CCC3O1 (stereo not given) | -38.5 | -10.7 | 0.5 | 8.6 | -2.2 | -1.9 | x | x | 9.5
Cc1csc2c(N3CCN(C(=O)Nc4ccccc4)CC3)ncnc12 | 7.7 | -0.7 | 9.7 | 10.3 | 11.3 | 11.1 | -17.1 | -12.1 | -21.6
CCOC(=O)c1sc(NC(=O)CSc2ccccn2)c(C#N)c1C | -9.5 | -3.8 | 0.2 | -12.0 | 3.4 | 6.5 | 1.1 | -3.6 | -6.2
Cc1ccc(C(=O)N/C(=C/c2cccs2)C(=O)N2CCCCCC2)cc1 | -27.1 | 0.4 | 0.5 | -4.7 | -5.4 | 7.3 | -9.6 | -27.1 | 2.3
CC(C(=O)O)N1c2cccc3cccc(c23)S1(=O)=O (stereo not given) | -10.6 | -0.8 | 0.0 | -4.2 | -13.1 | 5.3 | x | x | -15.4
Cc1c(/C=N/NC(=O)c2sc3ccccc3c2Cl)cnn1C | 12.8 | -1.2 | 0.5 | 25.7* | -6.8 | 7.3 | 3.7 | -12.6 | 2.8
COc1ccc(OC)c(N(CCN2C(=O)c3ccccc3C2=O)C(=O)C2CCC(=O)C2C)c1 (stereo not given) | -7.7 | -1.3 | 0.1 | -7.8 | -14.1 | 6.0 | x | x | 6.7
CCCNC(=O)C(=O)N/N=C/c1cccs1 | 0.1 | -4.5 | -0.7 | 0.5 | 1.3 | 0.2 | -1.8 | -4.6 | 7.8
S=c1[nH]nc(COc2ccccc2)n1Cc1ccccc1 | -1.6 | -6.8 | 4.7 | -0.7 | -0.1 | 0.1 | -2.3 | -6.0 | 16.7
CCc1nc2ccccc2c(C(=O)OCC(=O)NC(=O)c2cccn2C)c1C | 13.9 | -1.1 | 4.6 | -4.2 | 20.9 | 1.1 | -2.3 | -15.5 | 8.8
O=C(NCCS(=O)(=O)N1CCCCCC1)c1ccc(F)cc1 | 7.9 | -2.2 | 2.0 | -5.3 | -7.4 | -0.1 | -5.1 | 3.1 | 4.0
COc1ccc(/C=C/C(=O)N[C@H](C(=O)O)C(C)C)cc1 | -28.8 | -3.1 | 0.9 | -13.7 | -6.2 | 2.2 | -7.6 | 4.0 | 12.8
COc1ccccc1NC(=O)C(C)OC(=O)/C(=C/c1ccccc1)NC(C)=O (stereo not given) | -11.8 | -2.8 | 1.1 | -11.0 | 4.8 | 1.8 | -0.8 | -7.1 | 2.9

Copied from the list:
COc1ccc(S(=O)(=O)N2Cc3ccccc3CC2C(=O)Nc2nccs2)cc1OC (stereo not given) in OXTR potentiate shows -14.8
Cc1c(/C=N/NC(=O)c2sc3ccccc3c2Cl)cnn1C in CHO-K1 Ca antag shows 25.7*

Screening data (PubChem BioAssay)
